# CAL PDZ FP-1 = blocks peptide binding to the human CAL PDZ domain; purified CAL PDZ, TMR-peptide fluorescence polarization, 1 h; inhibition, % at 24.9 µM; actives 0.92% (n = 300,000); AID 602252;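 active means mean inhibition of at least 30% with at least half of replicates also reaching 30%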;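 further: 0% = DMSO neutral control and 100% = excess unlabeled competitor peptide PRC23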
# Rtt109 HAT inh = blocks Candida albicans Rtt109/Vps75 acetyltransferase activity; purified Rtt109/Vps75, ThioGlo CoA-SH fluorescence, 4 h; inhibition, % at 34.9 µM; actives 0.16% (n = 330,000); AID 540336;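 active means inhibition of at least 50% in every replicate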
# SR-BI DiI-HDL act = activators of SR-BI mediated HDL lipid uptake; activation, % at 12.5 µM; CHO ldlA[mSR-BI] cells, DiI-HDL uptake fluorescence, 3 h; 100 = double the neutral-control signal; actives 0.096% (n = 320,000);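 active means mean replicate activation of at least 60% and every replicate at or above 60%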;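 further: 0% = median plate neutral-control signal and 100% = twice that signal; values of inactives mirror those of a sister screen read the other way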
#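 Material – SR-BI-overexpressing, LDLR-lacking CHO cells · Medium – BSA-supplemented, HEPES-buffered Ham's F12, pH 7.4 · Doses – single concentration · Times – compound with DiI-HDL co-incubation, 3 h at 37 °C · Measured by – bottom-read fluorescence, 550/595 nm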
# CAL PDZ FP-2 = blocks peptide binding to human CAL PDZ domain; Q9HD26; actives 0.02% (n = 330,000); AID 504414; purified CAL PDZ, TMR-peptide fluorescence polarization, 1 h; inhibition, % at 20 µM;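 active means highest replicate inhibition of at least 40%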;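 further: plate controls were DMSO neutral control wells for no effect and unlabeled competitor peptide control wells for full effect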
#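 Assay system – tagged CAL PDZ protein CerCALP, purified · Timing – 1 h at RT · Compound – single point, 20 µM · Measured by – fluorescence polarization from S- and P-plane intensities, G-factor corrected · Evaluation – inhibition from polarization loss · Probe or stimulus – TMR reporter peptide T*-PRC34 · Buffer or medium – pH 7.4 phosphate-saline buffer, reducing agent, detergent, IgG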
# PvdQ inh = P. aeruginosa PvdQ acylase inhibition. purified PvdQ acylase, fluorescence plate reader. inhibition, % at 10 µM. actives 0.063% (n = 340,000); in the data active means inhibition above about 30%, passing the limit was not always enough;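 further: 0% = vehicle neutral wells and 100% = reference inhibitor wells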
# NSD2 HMT inh = NSD2 (human) methyltransferase inhibition; AID 743445; actives 0.54% (n = 310,000); inhibition, % at 12.5 µM; NSD2 peptide methylation, AlphaScreen, 120 min; in the data active means inhibition above about 50%
# dFosB activator = mouse delta FosB homodimer activation | P13346 | purified delta FosB, TAMRA-CDK5 oligo fluorescence polarization; percent of positive-control signal above neutral wells | activation, % at 25 µM | actives 0.99% (n = 340,000) | AID 493131;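 active means mean activation above about 17%, with every replicate also reaching it, limit read from the data, passing the limit was not always enough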;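 further: fluorescence polarization rise as delta FosB binds a TAMRA Cdk5 AP-1 oligo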
# Target sequence (P13346 whole entry, looked up): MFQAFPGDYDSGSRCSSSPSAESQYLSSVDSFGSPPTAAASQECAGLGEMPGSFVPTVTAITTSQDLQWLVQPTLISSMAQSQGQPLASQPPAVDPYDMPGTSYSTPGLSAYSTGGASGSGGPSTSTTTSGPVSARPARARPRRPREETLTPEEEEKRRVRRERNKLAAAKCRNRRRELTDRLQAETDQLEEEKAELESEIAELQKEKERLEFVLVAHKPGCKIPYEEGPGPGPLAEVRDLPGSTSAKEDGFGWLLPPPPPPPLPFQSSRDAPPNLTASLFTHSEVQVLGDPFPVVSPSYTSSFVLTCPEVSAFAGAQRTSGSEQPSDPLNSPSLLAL
# PfHsp90 yeast 2 = inhibits growth of yeast expressing Plasmodium falciparum Hsp90; actives 0.32% (n = 310,000); inhibition, % at 9.4 µM; S. cerevisiae expressing PfHsp90, BacTiter-Glo ATP, 48 h; yeast lacking PDR1 and PDR3 efflux regulators; AID 504621;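 active means every replicate shows inhibition above about 80%, whatever the replicate mean, limit read from the data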;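 further: 0% = DMSO neutral controls and 100% = 20 µM radicicol positive controls; yeast relying on Plasmodium falciparum Hsp90 in place of its own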
# MITF act = increases MITF-driven TRPM1 promoter luciferase signal; SK-MEL-5 TRPM1-promoter luciferase, 24 h; % of positive control, neutral wells = 0; activation, % at 12.5 µM; AID 588334; actives 0.75% (n = 300,000);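 active means mean activation of at least 80% with every replicate also reaching 80%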;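 further: 0% = neutral control wells and 100% = parthenolide positive control wells; values of inactives mirror those of a sister screen read the other way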
# SR-BI HDL uptake = mouse SR-BI HDL lipid transfer inhibition. inhibition, % at 12.5 µM. Q61009. ldlA[mSR-BI] CHO cells, DiI-HDL uptake fluorescence, 3 h. actives 0.96% (n = 320,000). AID 488896;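 active means mean replicate inhibition of at least 70% and a set share of replicates each scoring 70 or more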;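 further: 0% = median of neutral control wells and 100% = median of positive control wells; values of inactives mirror those of a sister screen read the other way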
# Target sequence (Q61009 whole entry, looked up): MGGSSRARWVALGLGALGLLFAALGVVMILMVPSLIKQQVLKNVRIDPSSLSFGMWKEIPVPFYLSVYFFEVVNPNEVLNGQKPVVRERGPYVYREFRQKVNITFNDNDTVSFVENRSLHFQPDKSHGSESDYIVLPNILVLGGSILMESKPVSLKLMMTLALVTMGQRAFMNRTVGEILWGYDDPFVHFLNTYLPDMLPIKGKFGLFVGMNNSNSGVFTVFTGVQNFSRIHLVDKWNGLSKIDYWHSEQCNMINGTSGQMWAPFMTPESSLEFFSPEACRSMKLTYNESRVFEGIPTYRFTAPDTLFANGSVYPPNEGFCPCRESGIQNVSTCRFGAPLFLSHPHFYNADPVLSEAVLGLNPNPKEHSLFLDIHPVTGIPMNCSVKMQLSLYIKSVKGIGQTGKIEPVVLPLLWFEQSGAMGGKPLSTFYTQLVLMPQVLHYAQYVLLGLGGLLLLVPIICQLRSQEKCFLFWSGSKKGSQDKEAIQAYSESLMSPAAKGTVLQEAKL
# * hit, by the source's call; x = not tested or not shown.
SMILES,CAL PDZ FP-1,Rtt109 HAT inh,SR-BI DiI-HDL act,CAL PDZ FP-2,PvdQ inh,NSD2 HMT inh,dFosB activator,PfHsp90 yeast 2,MITF act,SR-BI HDL uptake
CC(C)c1ccc(-n2nnnc2SCC(=O)NC2CC2)cc1,x,-1,-23,0.8,-9,-3,1,-13,41,23
CCCCN(C(=O)c1cc2ccccc2o1)c1c(N)n(CC(C)C)c(=O)[nH]c1=O,-1,-8,-9,-2.0,-10,-3,-5,41,-1,9
CCCNC(=O)COC(=O)c1n[nH]c2ccccc12,-3,3,21,-0.8,-13,-1,-5,-3,-10,-21
O=C(Cn1cc(C(F)(F)F)ccc1=O)N/N=C/c1ccccc1O,7,-1,x,-0.6,-2,-4,-9,8,-14,x
COC(=O)COc1ccc2c(=O)c(-c3ccccc3OC)coc2c1,2,-5,11,-0.6,-13,-1,0,15,-4,-11
O=C(O)c1cccc(S(=O)(=O)Nc2cc(Cl)ccc2Cl)c1,-3,-9,6,0.3,-11,0,3,4,-6,-6
CCOC(=O)CC1=NN(c2ccccc2)C(=O)C1=c1sc(=C2SC(C)=C(C)N2CC)c(=O)n1CC,12,-9,9,0.6,-7,-4,3,-11,-2,-9
CC(Sc1ccc(S(=O)(=O)N2CCN(C)CC2)cn1)C(=O)NC1(C#N)CCCCC1 (configuration not stated),-5,-6,-14,-0.2,-10,1,0,2,17,14
Cc1cccc(NCc2cc(Cl)cc(Cl)c2O)n1,1,-4,-34,-0.1,1,x,0,-12,-1,34
C=CCn1c(CSc2nnc(-c3ccccc3)n2C)n[nH]c1=S,-5,2,40,0.1,-16,0,-3,-5,-1,-40
O=C(CN1C(=O)C2CC=CCC2C1=O)Nc1ccc(OC(F)(F)F)cc1 (configuration not stated),-7,-1,18,-0.7,-15,-2,-7,x,6,-18
C[C@]12C(=O)N(c3cccc(F)c3)C(=O)N1[C@@H]1c3ccccc3OC[C@@H]1[C@H]2c1ccccc1,1,4,-7,-0.9,-4,x,0,16,-1,7
CCOc1ccc(-c2cc(C(=O)NCCCN3CCCC3)c3ccccc3n2)cc1,-1,-9,-58,-2.4,-19,-3,-13,8,20,58
CCc1cccc2c(C(=O)COC(=O)c3nccnc3N)c[nH]c12,-5,5,-31,-2.6,-5,-2,0,-20,31,31
FC(F)Sc1ccc(-n2c(-c3ccc(Cl)cc3)c[n+]3c2CCC3)cc1,-1,17,12,-1.9,-10,2,-8,-7,-46,-12
CC(C)COC(=O)NC1c2ccccc2Oc2ccccc21,-2,2,13,-1.7,-17,x,-7,-7,-3,-13
O=C(O)C(Cc1ccc(F)cc1)c1ccccc1 (configuration not stated),-3,10,-6,-0.7,-9,-2,-4,-24,x,6
CC(=O)NCc1nc2ccccc2n1Cc1ccccc1C,x,-9,21,0.7,-15,x,-5,2,2,-21
Cn1c(NCCc2ccccc2)cc(=O)n(C)c1=O,-2,-29,x,-0.6,-16,3,-1,-19,3,4
COc1ccc(-c2noc(=O)n2Cc2ccccc2F)cc1,11,2,18,-0.7,3,0,-1,-2,x,-18

# Compounds listed so far that have an aryl thioether with sulfur outside any ring, in the order listed:
SMILES,CAL PDZ FP-1,Rtt109 HAT inh,SR-BI DiI-HDL act,CAL PDZ FP-2,PvdQ inh,NSD2 HMT inh,dFosB activator,PfHsp90 yeast 2,MITF act,SR-BI HDL uptake
CC(C)c1ccc(-n2nnnc2SCC(=O)NC2CC2)cc1,x,-1,-23,0.8,-9,-3,1,-13,41,23
CC(Sc1ccc(S(=O)(=O)N2CCN(C)CC2)cn1)C(=O)NC1(C#N)CCCCC1 (configuration not stated),-5,-6,-14,-0.2,-10,1,0,2,17,14
C=CCn1c(CSc2nnc(-c3ccccc3)n2C)n[nH]c1=S,-5,2,40,0.1,-16,0,-3,-5,-1,-40
FC(F)Sc1ccc(-n2c(-c3ccc(Cl)cc3)c[n+]3c2CCC3)cc1,-1,17,12,-1.9,-10,2,-8,-7,-46,-12

# Later entries
SMILES,CAL PDZ FP-1,Rtt109 HAT inh,SR-BI DiI-HDL act,CAL PDZ FP-2,PvdQ inh,NSD2 HMT inh,dFosB activator,PfHsp90 yeast 2,MITF act,SR-BI HDL uptake
COc1ccc(Nc2ncccc2C(=O)NCc2ccccc2)cc1,-1,2,-24,0.9,8,3,-11,-8,-9,24
O=C(CC1C(=O)OCC2CCCCN21)Nc1ccccc1C(F)(F)F (configuration not stated),2,2,32,-1.7,-5,3,-2,-8,-6,-32
O=C(NC1CCCC1)c1cccc2c1C(=O)c1ccc(/C=C/c3ccccc3)cc1S2(=O)=O,0,10,-21,-0.2,7,x,2,-6,-25,21
COc1ccc(Nc2ncnc3c2cnn3-c2ccccc2)cc1OC,x,9,-21,0.2,-6,x,5,-3,36,21
O=[N+]([O-])c1cccnc1Oc1ccc(F)cc1F,-4,-5,9,0.6,-11,x,-6,-12,-5,-9
COc1ccc(NC(=S)N2CCC(c3nc4ccc(Cl)cc4[nH]3)CC2)c(OC)c1,-6,x,-12,-2.1,-9,9,-3,-33,-15,12
O=C(C1=C[C@@H](c2ccc3c(c2)OCO3)C[C@@H](OCCCCO)O1)N1CCOCC1,-3,-3,6,-2.0,-6,x,1,16,6,-6
CC(Cc1c[nH]c2ccccc12)NC(=O)OCCCl (configuration not stated),3,-5,3,-0.2,-3,1,0,3,11,-3
Cc1cc(C)n(-c2ccc(F)cc2CN2CCN(Cc3ccccc3)C(CCO)C2)n1 (configuration not stated),-4,-3,21,0.1,-15,0,-3,x,-6,-21
CCn1c(C)nc2c(=O)oc3ccccc3c21,x,-4,22,0.1,-16,0,-5,x,-14,-22
O=C(O)c1ccc(Cl)c(S(=O)(=O)N(Cc2ccccc2)c2ccc(F)cc2)c1,-3,-3,5,-2.6,1,0,-2,9,13,-5
Cn1cc(C(=O)C(=O)N2CCOCC2)c2ccccc21,-2,9,5,-3.1,15,-1,-3,-6,-6,-5
CCCCNC(=O)c1c(C)cc(=O)oc1C,-1,-3,5,-1.4,-7,2,5,x,-2,-5
Cc1cc(C)cc(OCC(=O)N(Cc2ccco2)c2c(N)n(Cc3ccccc3)c(=O)[nH]c2=O)c1,x,2,6,0.0,1,0,-5,-5,-5,-6
COC(=O)c1cccc(OCC(O)Cn2ccnc2)c1 (configuration not stated),0,-4,-6,-0.1,-5,2,-2,6,-12,6
COc1ccc2c(CC(=O)N3CCN(S(=O)(=O)c4ccc(F)cc4)CC3)coc2c1,-2,-3,5,-1.4,-10,-1,-13,-4,-9,-5
OC(CNCc1ccc(F)cc1)(c1ccc(F)cc1)c1ccc(F)cc1,2,4,33,0.7,-10,-11,-1,-8,x,-33
O=C(CSCCNS(=O)(=O)c1ccccc1)Nc1ccccc1,6,-3,x,-2.1,-13,-2,-9,3,-3,x
COc1ccccc1COc1ccc2c(C)c(CC(=O)O)c(=O)oc2c1C,-1,-3,-31,-1.6,-5,-1,-9,14,0,31
Cc1cc(=O)oc(C)c1C(=O)O,x,-9,2,0.5,1,7,-1,x,3,-2
COc1cccc(-c2nc3n(n2)C(c2ccccc2Cl)C(C(N)=O)=C(C)N3)c1 (configuration not stated),-2,-7,19,0.3,0,x,5,10,-9,-19
Cc1ccc(S(=O)(=O)N/N=C/c2ccc(OCC(=O)Nc3ccccc3Cl)cc2)cc1,x,-2,13,-0.7,-2,-1,-5,-28,4,-13
CNc1snc(C)c1C(=O)OC(C)C(=O)Nc1ccccc1 (configuration not stated),-4,0,5,0.5,-15,-1,-7,18,-6,-5
NNC(=S)Nc1cccc(-c2n[nH]c(=S)o2)c1,x,-3,-8,0.6,1,-22,0,-10,x,8
CSc1nsc(NC(=O)Nc2ccccc2)n1,-4,12,-5,-2.0,18,-1,-9,9,x,5
CC(C)NC(=O)c1onc(CSc2nc3ccccc3[nH]2)c1C(=O)NC(C)C,6,0,13,-1.6,-13,x,-3,-10,-8,-13
COc1cc(C(=O)N/C(=C\c2cn(S(=O)(=O)N(C)C)c3ccccc23)C(=O)N2CCCC2)cc(OC)c1OC,-24,15,4,-0.7,1,-1,4,-2,-6,-4
COc1ccc(OCCC(=O)OCC(=O)NC(=O)NC(C)C)cc1,2,-6,4,-0.6,-6,-1,0,7,2,-4
Cc1cc(C(=O)OCC(=O)NCCc2ccccc2)c2ccccc2n1,10,17,-7,0.2,-3,3,-5,-4,4,7
COc1ccc(S(=O)(=O)N2CCCC(C(=O)NCc3ccncc3)C2)cc1 (configuration not stated),-7,6,x,-0.3,-8,-2,6,x,3,x
CN(C)NC(=O)C(NC(=O)c1ccc(N)cc1)C12CC3CC(CC(C3)C1)C2 (configuration not stated),-3,3,22,-2.5,0,-3,-4,x,-6,-22
CC(=O)Nc1ccc(S(=O)(=O)N2CCN(C(=O)N3CCCCC3)CC2)cc1,x,5,17,-0.8,-9,-2,-11,-16,-5,-17
CC(CCc1ccccc1)NC(=O)CN1CCN(Cc2ccccc2)C1=O (configuration not stated),x,3,8,-1.5,-1,-2,3,x,-4,-8
Cc1ccc(C(=O)NCCc2nnc(SCC(=O)Nc3cccc(C(=O)O)c3)n2C)cc1,4,-4,17,-1.5,-12,x,-11,-3,-20,-17
Cc1cccc(C(=O)N2CCCC(c3nc(-c4ccc(C)o4)no3)C2)c1 (configuration not stated),3,2,-3,-2.8,-4,-2,-14,-10,55,3
O=C(Nc1ccccc1)c1ccc(S(=O)(=O)N2CCOCC2)cc1,0,10,-11,x,14,-2,-2,x,x,11
Nc1nc(Cl)cc(=O)n1Cc1ccc(Cl)cc1,-6,10,5,-0.8,2,-1,-1,11,-9,-5
O=C1C(=O)c2ccccc2C(O)=C1CCCCl,x,-3,-21,0.0,-12,106*,-4,-26,x,21
CC(=O)NS(=O)(=O)c1ccc(NC(=S)Nc2ccccc2)cc1,2,-4,11,-1.1,-13,-6,-3,-9,x,-11
Cc1ccc(OCC(=O)NNC(=O)c2ccc3c(=O)n4c(nc3c2)CCC4)cc1,-8,-7,-18,-2.9,2,1,-6,x,9,18
CC1CCCCN1CC(=O)Nc1ccc2c(c1)OC(F)(F)O2 (configuration not stated),2,19,8,-1.1,0,-1,-3,-12,1,-8
S=C(Nc1cccc(Br)c1)c1ccccc1,-3,-2,3,-2.0,-8,2,-4,-7,40,-3
CC(C)CN1CN(Cc2ccccc2)CNC1=S,2,-9,-7,-1.8,-6,-3,-3,-19,6,7
O=C(c1ccc([N+](=O)[O-])cc1[N+](=O)[O-])n1cnc2ccccc21,x,-2,8,-3.0,-5,1,-9,-2,-34,-8
C#CCN1C(=O)S/C(=C/C=C/c2ccc(N(C)C)cc2)C1=O,-17,-1,-31,-4.9,-5,-1,-14,-20,32,31
CCCC(=O)N(CCc1ccc(OC)cc1)Cc1nc2ccccc2c(=O)[nH]1,1,4,3,0.0,3,0,-6,-4,-1,-3
Cc1cccc(OCCCn2c(CCNC(=O)C(C)C)nc3ccccc32)c1,-5,-3,-16,0.0,-7,x,-6,3,12,16
CC(CCc1ccccc1)NC(=O)COC(=O)c1cccc(N(C)C)c1 (configuration not stated),-17,-2,-4,0.1,-3,13,-9,-7,7,4

# Source: PubChem BioAssay (Broad Institute)
